Arr AP2 block – inhibitors of beta-arrestin/AP2 binding, primary screen, biochemical, GPCR trafficking, flow cytometry; beta-arrestin 1 C-terminal peptide binding to AP2 beta2-adaptin appendage (human); FITC-arrestin peptide / GST-AP2 beads; AP2 beta2 appendage carries R879A mutation; inhibition, % at 10 µM; 0.31% of 340,000 active; AID 504490, 2011;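 active = inhibition above a set limit, near 3 SD of compounds lacking own fluorescence, cut at about 54% in these data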;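 note: plate controls were DMSO wells for no effect and 5 µM unlabelled arrestin peptide for full effect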
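Material – GST-tagged AP2 beta2-adaptin appendage (R879A) on 4 µm glutathione beads · Probe or stimulus – fluorescein-tagged arrestin peptide at 50 nM final · Timing – 12 min plus 1 h, RT · Detection – bead flow cytometry, FITC channel · Read-out basis – inhibition as reduced fluorescein signal on beads, percent · Medium – PBS plus Tween 20 (0.05%) and BSA (0.1%)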
NSD2 inh – NSD2 histone methyltransferase inhibitors, primary screen, biochemical, AlphaScreen, single concentration, set 2; NSD2 peptide methylation, 120 min; inhibition, % at 12.5 µM; 0.54% of 310,000 active; in the data active = inhibition above about 50%
SUMO Mot1 rescue – yeast Mot1-301 growth rescue at high temperature, primary screen, SUMOylation pathway inhibitor project, S. cerevisiae, ATP luminescence, 38.5C; S. cerevisiae Mot1-301 growth rescue; percent above DMSO median, 100 means doubled; growth rescue, % at 18.8 µM; 1% of 320,000 active;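 active = every valid replicate shows activation above 250% relative to neutral control wells; inactive = the rest, any valid replicate at or below 250%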;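 note: OY570 slx delta 5 strain wells were the positive control but not used for scaling; some compounds called inactive have numbers as strong as hits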
PKA-R1A activ – activators of PKA-R1A holoenzyme, primary screen, biochemical, fluorescence polarization, Cy5-IP20, bovine R1A, mouse PKAc; activation, % at 11.4 µM; 0.083% of 340,000 active; PKA-R1A dissociation; scaled: DMSO 0%, 113 µM cGMP 100%;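 active = percent activation above the mean of all tested compounds plus 3 SD, cut at about 19% in these data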;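 note: higher means more PKAc released from R1A so a rise in polarization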
dFosB activator – activators of delta FosB homodimer, primary screen, biochemical, fluorescence polarization, TAMRA-CDK5 oligo, single point. 0.99% of 340,000 active. activation, % at 25 µM. purified delta FosB; percent of positive-control signal above neutral wells. Protein FosB (Mus musculus), P13346;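 active = mean activation above about 17%, with every replicate also reaching it, limit read from the data, passing the limit was not always enough; inconclusive = only one of the two conditions met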;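 note: fluorescence polarization rise as delta FosB binds a TAMRA Cdk5 AP-1 oligo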
CDK5 p35 inh – inhibitors of human CDK5/p35 kinase, primary screen, biochemical, single concentration; 0.01% of 330,000 active; Recombinant CDK5/p35, ADP-Glo luminescence, 60 min; inhibition, % at 10 µM; Cyclin-dependent kinase 5 (Homo sapiens) + Cyclin-dependent kinase 5 activator 1 (Homo …;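 active = highest replicate inhibition of at least 50% and at least 75% of replicates reaching 50%; inconclusive = only one of the two criteria met; inactive = both criteria failed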;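 note: plate controls were DMSO neutral control for no effect and GW8510 at 10 µM for full effect; many of its hits are not listed in these tables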
Target sequence (Q00535 whole entry, looked up): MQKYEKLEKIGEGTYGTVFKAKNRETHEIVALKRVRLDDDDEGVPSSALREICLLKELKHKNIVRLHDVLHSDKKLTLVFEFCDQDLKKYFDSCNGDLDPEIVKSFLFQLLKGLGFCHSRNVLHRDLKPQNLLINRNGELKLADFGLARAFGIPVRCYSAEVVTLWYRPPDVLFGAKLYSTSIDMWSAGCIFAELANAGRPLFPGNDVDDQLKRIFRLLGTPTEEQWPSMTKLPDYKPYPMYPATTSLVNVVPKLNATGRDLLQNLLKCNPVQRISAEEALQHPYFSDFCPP
Target sequence (Q15078 whole entry, looked up): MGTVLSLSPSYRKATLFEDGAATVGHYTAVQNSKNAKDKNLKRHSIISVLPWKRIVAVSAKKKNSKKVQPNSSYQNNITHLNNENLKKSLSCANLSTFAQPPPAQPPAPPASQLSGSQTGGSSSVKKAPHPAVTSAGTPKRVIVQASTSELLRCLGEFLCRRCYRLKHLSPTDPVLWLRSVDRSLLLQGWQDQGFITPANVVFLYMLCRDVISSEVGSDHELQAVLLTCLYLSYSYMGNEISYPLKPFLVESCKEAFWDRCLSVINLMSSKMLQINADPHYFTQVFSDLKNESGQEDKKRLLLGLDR
SR-BI HDL uptake – inhibitors of SR-BI mediated HDL lipid uptake, primary screen, ldlA[mSR-BI] cells, fluorescence, single point; Scavenger receptor class B member 1 (Mus musculus), Q61009; ldlA[mSR-BI] CHO cells, DiI-HDL uptake fluorescence, 3 h; inhibition, % at 12.5 µM; 0.96% of 320,000 active; AID 488896, 2010;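 active = mean replicate inhibition of at least 70% and a set share of replicates each scoring 70 or more; inconclusive = meets just one of the two criteria; inactive = fails both criteria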;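 note: 0% = median of neutral control wells and 100% = median of positive control wells; values of inactives mirror those of a sister screen read the other way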
Target sequence (Q61009 whole entry, looked up): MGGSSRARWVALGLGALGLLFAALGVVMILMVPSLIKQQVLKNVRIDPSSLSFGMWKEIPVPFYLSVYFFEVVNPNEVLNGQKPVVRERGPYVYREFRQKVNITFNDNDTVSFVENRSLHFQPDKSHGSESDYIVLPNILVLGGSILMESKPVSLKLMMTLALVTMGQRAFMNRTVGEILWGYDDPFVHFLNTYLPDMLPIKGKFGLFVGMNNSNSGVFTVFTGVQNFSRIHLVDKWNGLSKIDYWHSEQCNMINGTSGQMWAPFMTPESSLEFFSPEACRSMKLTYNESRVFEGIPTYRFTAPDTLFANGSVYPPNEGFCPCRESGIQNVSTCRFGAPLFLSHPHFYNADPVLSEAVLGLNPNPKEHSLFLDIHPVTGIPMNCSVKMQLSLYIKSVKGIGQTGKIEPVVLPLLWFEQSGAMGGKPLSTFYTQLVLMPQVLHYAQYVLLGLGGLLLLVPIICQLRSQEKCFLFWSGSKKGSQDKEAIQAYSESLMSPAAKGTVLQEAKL
PKA-R2B act – activators of PKA-R2B holoenzyme, primary screen, biochemical, fluorescence polarization, Cy5-IP20, human; cAMP-dependent protein kinase catalytic subunit beta (Homo sapiens) + cAMP-dependent …; PKA-R2B holoenzyme dissociation; R2B truncated from residue 108, S112A mutant; 0% DMSO only, 100% 113 µM cGMP; activation, % at 11.4 µM; 0.079% of 340,000 active;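 active = activation above a cutoff set at the mean over all compounds plus 3 SD, cut at about 18% in these data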;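 note: higher means more holoenzyme dissociation and a rise in polarization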
Pemphigus Ab inh – inhibitors of pemphigus antibody binding to DSG3, primary screen, biochemical, bead-based, flow cytometry, scFv-GFP. 0.48% of 310,000 active. DSG3-coupled beads, scFv-anti-DSG3-GFP binding; hits give low values. AID 588358, 2011. binding (percent of control), % at 10 µM;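 active = binding more than 3 SD below its plate's average and above zero; inconclusive = below that plate limit but binding exactly zero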;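 note: hits lower antibody fragment binding to DSG3; some compounds called inactive have numbers as strong as hits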
SR-BI DiI-HDL act – activators of SR-BI mediated DiI-HDL uptake, primary screen, ldlA[mSR-BI] CHO cells, DiI fluorescence | activation, % at 12.5 µM | 3 h; 100 = double the neutral-control signal | 0.096% of 320,000 active;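 active = mean replicate activation of at least 60% and every replicate at or above 60%; inconclusive = mean or all-replicate condition met, but not both; inactive = mean below 60% and not all replicates reaching 60%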;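 note: 0% = median plate neutral-control signal and 100% = twice that signal; values of inactives mirror those of a sister screen read the other way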
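Material – SR-BI-overexpressing, LDLR-lacking CHO cells · Medium – BSA-supplemented, HEPES-buffered Ham's F12, pH 7.4 · Doses – single concentration · Times – compound with DiI-HDL co-incubation, 3 h at 37 °C · Measured by – bottom-read fluorescence, 550/595 nm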
MITF TRPM1 HTS – activators of MITF-driven TRPM1 promoter reporter, primary screen, cell-based, SK-MEL-5, luciferase, single point. SK-MEL-5 TRPM1-promoter luciferase, 24 h; % of positive control, neutral wells = 0. activation, % at 12.5 µM. 0.75% of 300,000 active;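 active = mean activation of at least 80% with every replicate also reaching 80%; inconclusive = mean reaches 80% but some replicate falls short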;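 note: 0% = neutral control wells and 100% = parthenolide positive control wells; values of inactives mirror those of a sister screen read the other way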
An asterisk follows results filed as active.

What do the screens show for `O=C(/C=C/c1ccco1)N(Cc1cccc(Br)c1)C1CCS(=O)(=O)C1` (configuration not stated)?
Arr AP2 block: -8; NSD2 inh: 2; SUMO Mot1 rescue: 1; PKA-R1A activ: 3; dFosB activator: -11; CDK5 p35 inh: 0.2; SR-BI HDL uptake: 2; PKA-R2B act: -2; Pemphigus Ab inh: 114; SR-BI DiI-HDL act: -2; MITF TRPM1 HTS: -2

Results for CCCCN1C(=O)C(NC(C)=O)c2ccccc21 (configuration not stated) ?
Arr AP2 block: 17; NSD2 inh: -2; SUMO Mot1 rescue: 5; PKA-R1A activ: -3; dFosB activator: -3; CDK5 p35 inh: 0.3; SR-BI HDL uptake: 5; PKA-R2B act: 10; Pemphigus Ab inh: 103; SR-BI DiI-HDL act: -5; MITF TRPM1 HTS: 19

How did O=C(Nc1ccccc1C(=O)O)c1cc(S(=O)(=O)Nc2cccc(F)c2)ccc1Cl do in these assays?
Arr AP2 block: 14; NSD2 inh: -1; SUMO Mot1 rescue: 17; PKA-R1A activ: 3; dFosB activator: -10; CDK5 p35 inh: -1.5; SR-BI HDL uptake: -24; PKA-R2B act: 0; Pemphigus Ab inh: 98; SR-BI DiI-HDL act: 24

How did Cc1ccc(S(=O)(=O)c2nc(NC3CCS(=O)(=O)C3)sc2Cl)cc1 (configuration not stated) do in these assays?
Arr AP2 block: 1; NSD2 inh: -2; SUMO Mot1 rescue: 16; PKA-R1A activ: 2; dFosB activator: -4; CDK5 p35 inh: -0.6; SR-BI HDL uptake: 2; PKA-R2B act: 3; Pemphigus Ab inh: 105; SR-BI DiI-HDL act: -2; MITF TRPM1 HTS: 0

How did CC(C)N(C(=O)CSc1nc2ccccc2n1-c1ccccc1)C(C)C do in these assays?
Arr AP2 block: 2; NSD2 inh: -1; SUMO Mot1 rescue: -22; PKA-R1A activ: 6; dFosB activator: -7; CDK5 p35 inh: -0.7; SR-BI HDL uptake: 25; PKA-R2B act: -5; Pemphigus Ab inh: 101; SR-BI DiI-HDL act: -25; MITF TRPM1 HTS: -5

Results for COC(=O)CN1C(=O)C(C)(C)Oc2ccc(C(=O)NC3CCCC3)cc21 ?
Arr AP2 block: 30; NSD2 inh: -3; SUMO Mot1 rescue: 74; PKA-R1A activ: 11; dFosB activator: -3; CDK5 p35 inh: 0.7; SR-BI HDL uptake: 2; PKA-R2B act: 11; Pemphigus Ab inh: 91; SR-BI DiI-HDL act: -2; MITF TRPM1 HTS: 5

Results for CC(C)CCn1c(SCCN2CCOCC2)nc2c1c(=O)[nH]c(=O)n2C ?
Arr AP2 block: 2; NSD2 inh: 6; SUMO Mot1 rescue: -4; PKA-R1A activ: -9; dFosB activator: -2; CDK5 p35 inh: -0.2; SR-BI HDL uptake: -21; PKA-R2B act: -7; Pemphigus Ab inh: 103; SR-BI DiI-HDL act: 21; MITF TRPM1 HTS: 5

How did Cc1ccc(OCCn2cnc3c2c(=O)n(C)c(=O)n3C)cc1 do in these assays?
Arr AP2 block: 3; NSD2 inh: 0; SUMO Mot1 rescue: 2; PKA-R1A activ: 4; dFosB activator: -1; CDK5 p35 inh: 1.6; PKA-R2B act: -4; Pemphigus Ab inh: 101; MITF TRPM1 HTS: -13

How did COC(=O)[C@H](Cc1ccccc1)NC(=O)NC(C)CCc1ccccc1 (some centres not stated) do in these assays?
Arr AP2 block: -2; NSD2 inh: -5; SUMO Mot1 rescue: 871*; PKA-R1A activ: 2; dFosB activator: -6; CDK5 p35 inh: -1.3; SR-BI HDL uptake: 16; PKA-R2B act: 3; Pemphigus Ab inh: 105; SR-BI DiI-HDL act: -16; MITF TRPM1 HTS: -1

Results for CCN1CCN(C(=S)c2ccc(SC)cc2)CC1 ?
Arr AP2 block: -8; NSD2 inh: 13; SUMO Mot1 rescue: 13; PKA-R1A activ: -7; dFosB activator: 0; CDK5 p35 inh: -3.8; SR-BI HDL uptake: 12; PKA-R2B act: 0; Pemphigus Ab inh: 114; SR-BI DiI-HDL act: -12

What do the screens show for `CCCC1=C(C(=O)OCC)C(c2ccccc2OC)NC(=O)N1` (configuration not stated)?
Arr AP2 block: -26; NSD2 inh: -5; SUMO Mot1 rescue: 5; PKA-R1A activ: -10; dFosB activator: 2; CDK5 p35 inh: -4.5; SR-BI HDL uptake: 2; PKA-R2B act: -13; Pemphigus Ab inh: 90; SR-BI DiI-HDL act: -2; MITF TRPM1 HTS: 7

What do the screens show for `Cc1ccc(NC(=O)c2cccs2)cc1NC(=O)c1ccco1`?
Arr AP2 block: -8; NSD2 inh: -3; SUMO Mot1 rescue: 6; PKA-R1A activ: 7; dFosB activator: -4; CDK5 p35 inh: -2.1; SR-BI HDL uptake: -1; PKA-R2B act: -1; Pemphigus Ab inh: 107; SR-BI DiI-HDL act: 1

Results for CCn1nc(C(=O)N2CCc3ccccc32)c2ccccc2c1=O ?
Arr AP2 block: -5; NSD2 inh: 3; SUMO Mot1 rescue: 13; PKA-R1A activ: -11; dFosB activator: -4; CDK5 p35 inh: -0.7; SR-BI HDL uptake: 10; PKA-R2B act: -1; Pemphigus Ab inh: 101; SR-BI DiI-HDL act: -10; MITF TRPM1 HTS: -6

What do the screens show for `O=C(CN1CCN(c2ccccc2F)CC1)c1ccc2c(c1)OCO2`?
Arr AP2 block: -6; NSD2 inh: 1; SUMO Mot1 rescue: -3; PKA-R1A activ: 6; dFosB activator: -2; CDK5 p35 inh: 1.3; SR-BI HDL uptake: 4; PKA-R2B act: -1; Pemphigus Ab inh: 101; SR-BI DiI-HDL act: -4; MITF TRPM1 HTS: 9

What do the screens show for `Brc1ccc(CN2CCN(Cc3c[nH]c4ccccc34)CC2)cc1`?
Arr AP2 block: 10; NSD2 inh: 5; SUMO Mot1 rescue: 476; PKA-R1A activ: 1; dFosB activator: 9; CDK5 p35 inh: 0.0; SR-BI HDL uptake: -25; PKA-R2B act: 1; Pemphigus Ab inh: 93; SR-BI DiI-HDL act: 25; MITF TRPM1 HTS: 0

Results for O=C(c1ccccn1)N1CCCC(N2CCN(Cc3ccc4c(c3)OCO4)CC2)C1 (configuration not stated) ?
Arr AP2 block: 22; NSD2 inh: 0; SUMO Mot1 rescue: -8; PKA-R1A activ: -4; dFosB activator: 3; CDK5 p35 inh: -0.3; SR-BI HDL uptake: -3; PKA-R2B act: 2; Pemphigus Ab inh: 101; SR-BI DiI-HDL act: 3; MITF TRPM1 HTS: 13

What do the screens show for `COc1cccc(OC)c1C(=O)Nc1c(C)n(C)n(-c2ccccc2)c1=O`?
Arr AP2 block: -1; NSD2 inh: -2; SUMO Mot1 rescue: -6; PKA-R1A activ: -6; dFosB activator: 4; CDK5 p35 inh: 2.0; SR-BI HDL uptake: -37; PKA-R2B act: 2; Pemphigus Ab inh: 101; SR-BI DiI-HDL act: 37; MITF TRPM1 HTS: 2

What do the screens show for `Cc1ccc(OCC(=O)NC2CC(C)(C)NC(C)(C)C2)cc1C`?
Arr AP2 block: -5; NSD2 inh: -4; SUMO Mot1 rescue: -11; PKA-R1A activ: 5; dFosB activator: 8; CDK5 p35 inh: -0.6; SR-BI HDL uptake: 19; PKA-R2B act: -1; Pemphigus Ab inh: 104; SR-BI DiI-HDL act: -19; MITF TRPM1 HTS: -8

What do the screens show for `CCCc1cc(=O)oc2cc(OC(C)C(=O)NCC3CCC(C(=O)O)CC3)ccc12` (configuration not stated)?
Arr AP2 block: 0; SUMO Mot1 rescue: -3; PKA-R1A activ: 2; dFosB activator: 4; CDK5 p35 inh: -1.5; SR-BI HDL uptake: -1; PKA-R2B act: 0; Pemphigus Ab inh: 104; SR-BI DiI-HDL act: 1; MITF TRPM1 HTS: 3

How did CC(=O)c1cnc2nc(SCc3ccccc3)nn2c1C do in these assays?
Arr AP2 block: 1; NSD2 inh: -3; SUMO Mot1 rescue: -17; PKA-R1A activ: 4; dFosB activator: 1; CDK5 p35 inh: -0.7; SR-BI HDL uptake: -9; PKA-R2B act: 1; Pemphigus Ab inh: 116; SR-BI DiI-HDL act: 9

How did N/C(Cn1cncn1)=N\OC(=O)c1ccc(Cl)cc1 do in these assays?
Arr AP2 block: 5; NSD2 inh: -7; SUMO Mot1 rescue: 10; PKA-R1A activ: 11; dFosB activator: 2; CDK5 p35 inh: -0.5; SR-BI HDL uptake: -5; PKA-R2B act: 5; Pemphigus Ab inh: 86; SR-BI DiI-HDL act: 5; MITF TRPM1 HTS: -8

What do the screens show for `Cc1cccc(NC(=S)NNC(=O)c2cc3c(s2)CCC(C)C3)c1C` (configuration not stated)?
Arr AP2 block: 11; NSD2 inh: 7; SUMO Mot1 rescue: -3; PKA-R1A activ: 9; dFosB activator: -13; CDK5 p35 inh: -0.5; SR-BI HDL uptake: -8; PKA-R2B act: -14; Pemphigus Ab inh: 104; SR-BI DiI-HDL act: 8; MITF TRPM1 HTS: 0

What do the screens show for `CCC1(CC)NC(=O)N(CC(=O)NC(=O)NCc2ccccc2)C1=O`?
Arr AP2 block: 7; NSD2 inh: 4; SUMO Mot1 rescue: -1; PKA-R1A activ: -3; dFosB activator: -4; CDK5 p35 inh: 1.0; PKA-R2B act: 2; Pemphigus Ab inh: 98; MITF TRPM1 HTS: -2

What do the screens show for `O=C(NCc1ccc2c(c1)OCO2)C1CCCN(S(=O)(=O)c2cccc3nonc23)C1` (configuration not stated)?
Arr AP2 block: -4; NSD2 inh: -2; SUMO Mot1 rescue: -5; PKA-R1A activ: 4; dFosB activator: inconclusive; CDK5 p35 inh: 1.1; SR-BI HDL uptake: 6; PKA-R2B act: -7; Pemphigus Ab inh: 98; SR-BI DiI-HDL act: -6; MITF TRPM1 HTS: 11

Screens as filed in PubChem BioAssay.
